Compound activity (PubChem)
SIAE primary – human SIAE inhibitors, primary screen, biochemical, fluorescence polarization, FP-Rh probe, 1536-well HTS. SIAE FP-Rh probe binding. inhibition, % at 9.66 µM. 0.69% of 370,000 active. AID 1053197, 2014;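 active = inhibition above a cutoff: mean of compounds within the control limits plus 3 SD of those, cut at about 17% in these data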;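 note: 0% = plate median of compound wells and 100% = probe without SIAE protein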
Target sequence (Q9HAT2 whole entry, looked up): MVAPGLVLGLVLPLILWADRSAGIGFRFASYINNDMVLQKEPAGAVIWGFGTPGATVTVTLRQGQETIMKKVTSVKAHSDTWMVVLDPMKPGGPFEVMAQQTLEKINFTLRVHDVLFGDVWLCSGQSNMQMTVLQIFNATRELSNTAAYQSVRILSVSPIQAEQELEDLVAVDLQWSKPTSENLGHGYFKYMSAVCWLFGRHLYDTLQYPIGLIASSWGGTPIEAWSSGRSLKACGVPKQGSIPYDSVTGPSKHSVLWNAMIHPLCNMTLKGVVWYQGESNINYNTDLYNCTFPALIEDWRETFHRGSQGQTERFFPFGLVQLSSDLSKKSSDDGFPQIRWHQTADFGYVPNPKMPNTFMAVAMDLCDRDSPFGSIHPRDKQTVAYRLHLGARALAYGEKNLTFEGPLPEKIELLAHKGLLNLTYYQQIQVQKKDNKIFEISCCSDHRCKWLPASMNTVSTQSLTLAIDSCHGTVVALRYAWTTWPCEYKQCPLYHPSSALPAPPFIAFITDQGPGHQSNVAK
HTRA1 inhibitor – HTRA1 serine protease inhibitors, primary screen, biochemical, fluorescence polarization, HTS. 0.5% of 340,000 active. recombinant HTRA1, FP-rhodamine activity-based probe. AID 504803, 2011. inhibition, % at 5.96 µM; in the data active = inhibition above about 36%;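 note: 0% = enzyme with DMSO and 100% = wells lacking enzyme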
mABHD4 FP – ABHD4 inhibitors, primary screen, biochemical, fluorescence polarization, mouse; (Lyso)-N-acylphosphatidylethanolamine lipase (Mus musculus), Q8VD66; purified mABHD4, FP-Rh probe fluorescence polarization; inhibition, % at 8.92 µM; 0.54% of 370,000 active;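 active = inhibition exceeding the mean over every tested compound plus 3 SD, cut at about 30% in these data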;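 note: 0% = plate median of compound wells and 100% = S159A mutant with DMSO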
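Doses – 8.92 µM, single dose · Material – wild-type mouse ABHD4 protein · Replication – single well per compound (singlicate) · Measure – percent inhibition of probe binding, normalized to plate controls · Schedule – 45 min compound pre-incubation plus 60 min probe step, 25 °C · Detection – fluorescence polarization with parallel and perpendicular emission, 525/598 nm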
UHRF1 binding – UHRF1 methylated DNA binding inhibitors, primary screen, counter-screen for MBD2 inhibitor project, biochemical, TR-FRET, human UHRF1, single concentration. E3 ubiquitin-protein ligase UHRF1 (Homo sapiens), Q96T88. UHRF1 binding to methylated oligo. inhibition, % at 4.4 µM. 0.75% of 370,000 active. AID 687016, 2013; in the data active = inhibition above about 21%;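 note: UHRF1 SRA domain binding a hemimethylated CpG hairpin DNA probe; 0% = median of test compound wells and 100% = reference inhibitor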
MBD2 DNA inh – inhibitors of MBD2 binding to methylated DNA, primary screen, biochemical, TR-FRET, DNA-binding domain, human. inhibition, % at 4.4 µM. Methyl-CpG-binding domain protein 2 (Homo sapiens), Q9UBB5. MBD2 binding to methylated oligonucleotide. 0.31% of 370,000 active. AID 686964, 2013; in the data active = inhibition above about 13%
GC-B act – human GC-B receptor activators, primary screen, HEK293 GC-B cells, cGMP TR-FRET, EC30 CNP. Atrial natriuretic peptide receptor 2 (Homo sapiens), P20594. 0.11% of 370,000 active. activation, % at 10 µM. 0% at EC30 CNP, 100% saturating CNP;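 active = activation at 10 µM reaching about 35% in either raw or pattern-adjusted values, limit read from the data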
GC-A act – GC-A stimulated cGMP production enhancers – HEK293 GC-A cells, cGMP TR-FRET, EC30 ANP, primary screen; Atrial natriuretic peptide receptor 1 (Homo sapiens), P16066; 0% at EC30 ANP, 100% saturating ANP; activation, % at 10 µM; 0.14% of 370,000 active; AID 1671463, 2021; in the data active = activation above about 40%
PRMT1 FP inh – PRMT1 methyltransferase inhibitors, primary screen, biochemical, fluorescence polarization; Protein arginine N-methyltransferase 1 (Homo sapiens), Q99873; recombinant PRMT1, activity-based probe fluorescence polarization; inhibition, % at 2.79 µM; 1.3% of 370,000 active; AID 652257, 2013;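 active = inhibition above about 21% made by adding two undisclosed values, limit read from the data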
Target sequence (Q99873 whole entry, looked up): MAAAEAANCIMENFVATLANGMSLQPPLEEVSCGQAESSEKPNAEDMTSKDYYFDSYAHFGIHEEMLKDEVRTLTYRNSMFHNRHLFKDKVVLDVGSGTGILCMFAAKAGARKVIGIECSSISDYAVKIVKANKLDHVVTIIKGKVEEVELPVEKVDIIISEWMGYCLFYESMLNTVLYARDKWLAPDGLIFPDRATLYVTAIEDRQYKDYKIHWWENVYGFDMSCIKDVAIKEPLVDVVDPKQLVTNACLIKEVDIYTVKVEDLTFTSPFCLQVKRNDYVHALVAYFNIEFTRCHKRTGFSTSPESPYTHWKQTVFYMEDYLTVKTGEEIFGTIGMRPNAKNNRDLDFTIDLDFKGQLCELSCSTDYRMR
rCAG RNA binder – binders of r(CAG) RNA repeats, primary screen, biochemical, fluorescence | 1.3% of 370,000 active | r(CAG) RNA repeat, TO-PRO-1 dye displacement fluorescence | inhibition, % at 3 µM;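 active = inhibition above the plate cutoff, the mean of all test compounds on that plate plus 3 SD, cut at about 35% in these data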;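 note: 0% = DMSO alone and 100% = 100 µM mitoxantrone as full dye displacement; higher means more dye released from RNA so lower well fluorescence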
TCR CD3 inh – inhibitors of human TCR-CD3 interaction, primary screen, biochemical, fluorescence, TAMRA-labeled TCR probe; inhibition, % at 9.4 µM; 0.37% of 360,000 active; T-cell receptor (TCR); in the data active = inhibition above about 19%;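 note: recombinant mutant TCR 2C K166C tagged with TAMRA read by polarization; 0% = receptor in buffer alone and 100% = receptor with positive control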
The depositor's hits bear a star; nt = not tested or not shown. The list is partial. The share of hits here may be higher or lower than overall.

Every second line gives: PRMT1 FP inh, SIAE primary, MBD2 DNA inh, UHRF1 binding, GC-A act, GC-B act, mABHD4 FP, rCAG RNA binder, TCR CD3 inh, HTRA1 inhibitor
- COc1ccc(/C=C/C(=O)c2ccc[nH]2)c(OC)c1OC
    1, 4, -2, 4, 3, -1, 1, -3, -6, -1
- CC1Cc2ccccc2N1C(=O)COC(=O)c1cccnc1Cl (centres undefined)
    1, -8, 2, -1, 2, 1, 3, -3, 4, 0
- COc1cccc2cc(C(=O)OCC(=O)NCc3ccc4c(c3)OCO4)c(=O)oc12
    0, 0, 0, -1, -2, 1, 4, 3, 3, 4
- Cc1cccnc1NC(=O)c1cc2ccccc2oc1=O
    6, -2, -1, 1, -2, -2, -1, -4, -9, 6
- CCOC1=C2[C@@H](CN(S(=O)(=O)c3ccccc3)[C@H]2c2ccccc2)[C@H]2C(=O)N(c3ccccc3)C(=O)[C@H]2C1
    -2, -4, -7, -2, -3, -3, -1, 5, 1, nt
- Cc1ccccc1OCCN1CCC(Cc2ccccc2)CC1
    -6, -2, 0, 0, 0, -1, 12, -7, -2, -5
- CCOC(=O)CSc1nc(C)cc(C)c1C(N)=O
    1, 1, 1, 1, 4, 7, 0, -1, -5, -8
- OCCCCNc1cccc2ccccc12
    6, 6, -11, -5, -4, 2, 16, 5, 9, 13
- Cc1nnc(NC(=O)Cn2cnc3c2c(=O)n(C)c(=O)n3C)s1
    -5, -4, -1, 1, 4, 6, 3, -3, 7, -2
- CN1CCN(C(=O)c2ccccc2N(Cc2ccccc2)S(C)(=O)=O)CC1
    1, 0, 4, 4, -1, 0, 3, -4, -6, 2
- COC(=O)[C@]12C[C@H](CC(=O)N3CCCCC3)C(=O)N(CCC3=CCCCC3)C1=C[C@H](C1CCCC1)O[C@@H]2C
    6, -2, 9, 5, -2, 5, -15, 7, nt, nt
- O=C(CSc1nnc(-c2ccc(O)cc2)o1)Nc1ccccc1
    -6, -2, -5, 2, -5, 1, -7, 2, 5, -1
- CC(=O)Nc1nnc(C)s1
    4, -3, -5, 1, 6, 6, -5, 0, -3, 0
- O=C(NCc1ccc(F)cc1)C1CCC(=O)N1CCc1ccccc1 (centres undefined)
    -3, 1, -4, -1, -5, 6, 0, 1, 0, 4
- Cc1ccc(NC(=O)CC2C(=O)NC3CCCCC3N2C(=O)c2ccc(F)cc2)cc1C (centres undefined)
    1, -3, 4, 4, -2, -2, -4, -3, 4, -2
- Cc1cc(Cl)ccc1OCC(=O)OCC(=O)NC1CCS(=O)(=O)C1 (centres undefined)
    2, 0, -5, 0, -1, -1, 3, 2, -3, -2
- Cc1ccnc(SCC(=O)c2ccc([N+](=O)[O-])cc2)n1
    3, 10, 5, 8, 0, -1, -3, 0, -1, 0
- COc1cc(NC(=O)Cc2cccs2)c(C(=O)O)cc1OC
    0, 2, 3, 3, 1, 3, 2, -2, 5, nt
- Cc1nc2ccccn2c1C(=O)N/N=C/c1cc(C)n(-c2ccc(Cl)cc2)c1C
    -1, 7, 3, -3, -3, -13, 5, 3, -1, 6
- O=C1CC(c2ccc(Cl)cc2)CC(O)=C1C=NCc1ccc(Cl)c(Cl)c1 (centres undefined)
    -3, 7, 2, -2, 8, 1, 7, 0, 9, 4
- CCSc1ccc(C(=O)NCC(=O)O)cc1
    -4, -1, 1, 2, 1, 2, -4, -5, -12, -1
- O=C1C2ON(c3ccccc3)C(c3cccnc3)C2C(=O)N1c1ccccc1 (centres undefined)
    3, -6, 4, 1, -1, 0, 3, 3, -4, 5
- CCC(=O)Nc1nnc(Sc2ccc(N(C)C)cc2)s1
    -1, -6, -1, 1, -1, 4, 7, -4, 3, 1
- NC(=S)Nc1cc2ccccc2c2ccccc12
    1, 12, -5, -2, 9, -2, 1, 7, 1, -10
- COc1cc(-c2noc(C)c2-c2ccc(N(C)C)nc2)cc(OC)c1OC
    -1, 6, 2, 3, -9, -9, -6, -9, -6, 1
- Cc1ccc(C(=O)N/C(=C\c2ccco2)C(=O)N2CCOCC2)cc1C
    6, 11, -2, -6, 3, 1, 12, 7, 3, 0
- COCCNC(=S)NN=C1CCCCCC1
    0, 7, 3, 0, 1, 3, 7, -1, -9, 1
- Oc1ccc(-c2[nH]ncc2-c2ccc(Cl)cc2)c(O)c1
    -1, 2, 0, 1, 49*, -3, -7, 13, 2, -4
- COC(=O)[C@]12CCCCC=C1N(Cc1ccccc1)C(=O)[C@H](CC(=O)NCC13CC4CC(CC(C4)C1)C3)C2
    -5, -1, -5, -1, 3, -5, 7, 2, 2, nt
- O=C(CSc1nc2nc(-c3cccs3)cc(C(F)(F)F)c2c(=O)[nH]1)C(F)(F)F
    58*, 4, -5, -9, 4, 5, -2, 13, 2, -6
- Cc1cc(C)c2c(N)c(S(=O)(=O)Cc3ccccc3)sc2n1
    4, 5, -3, 5, -1, -3, 6, 7, -5, -7
- Cc1cccc(Cn2c(=O)n(CCCC(=O)NCc3ccco3)c(=O)c3ccccc32)c1
    2, 6, 4, 4, -6, 3, -6, -3, 2, -9
- COc1ccc(CN(C)C(=O)CCN2C(=O)c3ccccc3C2=O)c(OC)c1OC
    -5, -4, 0, 0, 0, -2, -3, -5, 10, 14
- COc1ccc(NC(=O)c2ccc(NC(=O)c3ccco3)cc2)c(OC)c1
    -4, -3, 0, -4, 4, -6, 2, -1, -12, -1
- Cn1c(SCc2ccc(Cl)cc2)nnc1C1CC1
    3, 0, 1, 10, 1, 3, 3, -3, 5, 1
- O=C(CCCCCn1c(=S)[nH]c2cc3c(cc2c1=O)OCO3)N1CCN(C2CCCCC2)CC1
    1, 1, 0, -1, 4, 6, 4, 0, 5, -7
- Cc1ccc2[nH]c(-c3cccc(N)c3)cc2c1
    2, 12, 6, 2, -2, -11, 3, 15, -1, 16
- Cc1ccc2cc(CN(CC3CCCO3)C(=O)NC3CCCCC3)c(=O)[nH]c2c1C (centres undefined)
    -2, 2, -8, -3, 0, -2, -4, -7, 1, -4
- COc1cccc(-n2nc3c(=O)n(Cc4ccccc4Cl)nc(C)c3c2C)c1
    1, -4, -2, -1, -1, 3, 6, 0, 8, 11
- Cc1cc(C(c2ccc(O)cc2)c2cc(C)c(O)cc2C)c(C)cc1O
    -2, -2, 3, -3, -8, -4, -15, 0, 1, -4
- N#C/C(=C(/O)c1cc2ccccc2o1)c1nc2ccccc2s1
    -3, -8, -5, 1, 2, 4, 25, 7, 6, 5
- CCC(=O)Nc1ccc(C(=O)NNC(=O)c2cc(OC)c(OC)c(OC)c2)cc1
    5, -8, -2, 2, -2, 1, -1, -1, -6, 3
- CC(C)N(Cc1cnn(C)c1)Cc1nc(-c2ccc(Cl)cc2)no1
    -3, -4, -4, -2, -1, 3, -1, -7, 2, 0
- CC(=O)c1ccccc1NC(=O)Cn1c(=O)cnc2ccccc21
    1, -5, 1, -2, -1, -11, 1, 6, 0, 9
- CCOC(=O)Cn1c(=O)c2c(nc(N3CCOCC3)n2C)n(C)c1=O
    0, 1, -1, -1, 0, -4, 1, -4, 2, 1

Random excerpt: three records from the list, in no set order.
Every second line gives: PRMT1 FP inh, SIAE primary, MBD2 DNA inh, UHRF1 binding, GC-A act, GC-B act, mABHD4 FP, rCAG RNA binder, TCR CD3 inh, HTRA1 inhibitor
- O=C(CCCCCn1c(=S)[nH]c2cc3c(cc2c1=O)OCO3)N1CCN(C2CCCCC2)CC1
    1, 1, 0, -1, 4, 6, 4, 0, 5, -7
- CCOC(=O)Cn1c(=O)c2c(nc(N3CCOCC3)n2C)n(C)c1=O
    0, 1, -1, -1, 0, -4, 1, -4, 2, 1
- Cn1c(SCc2ccc(Cl)cc2)nnc1C1CC1
    3, 0, 1, 10, 1, 3, 3, -3, 5, 1

Further records follow.
Every second line gives: PRMT1 FP inh, SIAE primary, MBD2 DNA inh, UHRF1 binding, GC-A act, GC-B act, mABHD4 FP, rCAG RNA binder, TCR CD3 inh, HTRA1 inhibitor
- c1ccc2oc(-c3[nH]ncc3CN(Cc3ccncc3)CC3CCCO3)cc2c1 (centres undefined)
    2, 1, 0, -2, -10, -9, -1, -1, 2, -10
- CC1CCCN(S(=O)(=O)c2ccc(C(=O)NC(C)c3ccccc3)cc2)C1 (centres undefined)
    0, -1, 0, 3, -1, 6, -1, -4, 1, -8
- COc1ccc(C2(C(=O)N3CCOCC3)CCOCC2)cc1OC
    3, -3, 2, 1, 6, 4, -1, 0, -3, 2
- Cc1cccc(NC(=O)C2CCN(S(=O)(=O)c3cccs3)CC2)n1
    -3, 2, -4, -3, 1, -1, 0, 11, 0, 9
- O=c1[nH]c(C2CCN(S(=O)(=O)Cc3ccccc3)CC2)nc2c1nnn2Cc1ccccc1
    -2, 2, 1, 0, 1, -3, 0, 3, 0, -1
- O=C(COc1ccc(S(=O)(=O)N2CCOCC2)cc1)NCc1ccco1
    0, 3, 3, -4, 0, -4, 4, -1, 2, 4
- CC(NS(=O)(=O)c1ccc(F)cc1)C(=O)NCc1ccncc1 (centres undefined)
    -2, 0, -3, 0, 5, 5, -1, -2, 0, -1
- O=C(Nc1ccc(F)c(Cl)c1)c1cc(-c2ccco2)on1
    6, -15, 4, 2, -1, -1, 0, 7, -2, -26
- Cc1c(NC=C(C#N)C#N)c(=O)n(-c2ccccc2)n1C
    -1, 8, -7, 0, -2, 5, 2, -1, -3, 1
- CCC[C@H]1[C@@H](NC(=O)c2cccc(C)c2)CC[C@@]23CCCN2C(=O)CCC[C@@H]13
    2, -2, 3, 5, -12, -13, -6, nt, nt, nt
- Cc1ccc2cc(/C=C/C(=O)c3ccco3)c(Cl)nc2c1
    -1, -5, 0, 6, 4, -11, 15, 3, -3, nt
